TRPML3 agonist: human mucolipin-3 channel agonism | activation, % at 3 µM | Q8TDD5 | HEK293 TRPML3-YFP, Fluo-8 calcium fluorescence; 100% = the carbachol control signal | 220,000 tested, 0.29% active;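 active means activation above its plate's cutoff, the mean activation of the plate's test wells plus 3 SD, cut at about 12% in these data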;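 further: 0% = DMSO only wells and 100% = carbachol wells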
Target sequence (Q8TDD5 whole entry, looked up): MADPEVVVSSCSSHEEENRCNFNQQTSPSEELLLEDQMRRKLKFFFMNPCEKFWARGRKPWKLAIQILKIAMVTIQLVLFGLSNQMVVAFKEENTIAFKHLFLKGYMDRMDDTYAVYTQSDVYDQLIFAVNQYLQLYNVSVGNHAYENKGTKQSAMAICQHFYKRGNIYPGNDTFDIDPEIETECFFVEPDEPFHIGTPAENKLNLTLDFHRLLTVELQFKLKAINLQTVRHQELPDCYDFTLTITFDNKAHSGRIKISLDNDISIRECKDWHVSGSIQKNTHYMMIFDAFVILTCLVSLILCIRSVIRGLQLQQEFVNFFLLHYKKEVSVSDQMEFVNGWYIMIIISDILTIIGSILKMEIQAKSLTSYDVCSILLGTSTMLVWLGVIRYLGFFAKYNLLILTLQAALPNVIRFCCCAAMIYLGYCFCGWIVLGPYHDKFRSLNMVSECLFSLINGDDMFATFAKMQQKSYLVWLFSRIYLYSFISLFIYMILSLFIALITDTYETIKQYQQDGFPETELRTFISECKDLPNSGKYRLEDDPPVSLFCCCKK
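Test system – HEK293 line with stable expression of human TRPML3-YFP channel · Control set – carbachol 87 µM final as high control (100%), DMSO as low control (0%) · Signal – Fluo-8 calcium dye fluorescence, ex 470-495, em 515-575 nm · Incubation – 1-h 37 °C dye load, 5-s basal, 120-s post-compound reads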
RBBP9 inhibitor: inhibitors of human serine hydrolase RBBP9; recombinant RBBP9, FP-Rh probe fluorescence polarization; 220,000 tested, 0.2% active; inhibition, % at 7.94 µM; O75884; AID 1515;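 active means inhibition above the campaign mean of all tested compounds plus 3 SD, cut at about 14% in these data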;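 further: plate controls were DMSO wells with RBBP9 for no effect and wells lacking RBBP9 protein for full effect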
Target sequence (O75884 whole entry, looked up): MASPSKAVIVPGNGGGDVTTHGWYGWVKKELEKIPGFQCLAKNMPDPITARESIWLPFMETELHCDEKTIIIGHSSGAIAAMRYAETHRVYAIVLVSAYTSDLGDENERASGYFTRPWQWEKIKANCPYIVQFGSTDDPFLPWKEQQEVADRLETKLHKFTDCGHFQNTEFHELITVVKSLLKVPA
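system = RBBP9 protein | input = RBBP9 at 2.5 µM in dispensed solution, before mixing | measured by = fluorescence polarization (mP), excitation 525 nm, emission 598 nm | incubation = enzyme-compound preincubation 30 min, then probe labeling 45 min, 25 °C | buffer or medium = Tris-NaCl-Pluronic buffer, pH 8.0 | compound = single dose 7.94 µM | also added = FP-Rh probe, 375 nM dispensing solution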
TNF necrop inh: inhibitors of TNF-alpha induced necroptosis in Jurkat FADD-/- cells; Jurkat FADD-/- TNF necroptosis rescue, ATP luminescence, 24 h; 0 = TNF only, 100 = no-TNF cells; activation (protection from cell death), % at 10 µM; 220,000 tested, 0.068% active; AID 463075;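 active means activation, meaning protection from cell death, of at least 50% relative to plate controls; inactive means activation below 50%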;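 further: necroptosis triggered by 40 ng/mL TNF-alpha added together with compound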
BaF3 parental: counter-screen for JAK2V617F inhibitors: parental Ba/F3 viability inhibitors. CellTiter-Glo ATP luminescence. inhibition, % at 5.6 µM. 220,000 tested, 1.1% active;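 active means inhibition above a per-campaign cutoff, the mean inhibition of all tested compounds plus 3 SD, cut at about 27% in these data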;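 further: 0% = DMSO wells and 100% = JAK Inhibitor I control wells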
CHOP inhibitor: CHOP inhibition in unfolded protein response. CHO-K1 CHOP-promoter luciferase, tunicamycin-induced, 15-18 h. inhibition, % at 10 µM. 220,000 tested, 3.8% active. AID 2732;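 active means compounds that reduced the stress-induced luciferase reporter signal by more than about 70% of percent inhibition, limit read from the data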;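 further: 0% = tunicamycin plus vehicle and 100% = wells without tunicamycin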
Wee1 degr inh: human Wee1 degradation inhibition, primary screen | 220,000 tested, 1.2% active | AID 1321 | reporter increase, % at 5 µM | HeLa Luc-Wee1K328M stability, luciferase luminescence; 100% = proteasome inhibitor MG132 effect | P30291;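 active means activation above the mean of all tested compounds plus 3 SD, set per screening run, cut at about 8.8% in these data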;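 further: cells exposed to compound for 20 h before luminescence read; 0% = DMSO alone and 100% = MG132 at 30 µM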
PPC-1+TRAIL kill: kills PPC-1 cancer cells in the presence of TRAIL. cell killing (% activity), % at 4 µM. AID 1443. 220,000 tested, 0.41% active. PPC-1 cells + TRAIL, ATPLite viability luminescence;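 active means cell killing above 50% in the first pass at 4 µM, then a duplicate retest at 5 µM averaging 50% or more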;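 further: plate controls were cells with TRAIL plus DMSO for no effect and medium-only wells lacking cells for full effect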
zfTRPN1 agonist: zebrafish TRPN1 (NompC) channel agonism; activation, % at 3 µM; HEK293 zebrafish TRPN1-YFP, Fluo-8 calcium fluorescence; 100% = response to 87 µM carbachol; 220,000 tested, 0.18% active;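 active means activation above its plate's cutoff, the mean activation of test wells on that plate plus 3 SD, cut at about 19% in these data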;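 further: 0% = DMSO alone and 100% = 87 µM carbachol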
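Material – zebrafish TRPN1-YFP in HEK293 cells · Doses – 3 µM single point · Schedule – dye 1 h 37 °C plus 30 min RT · Signal – Fluo-8 calcium fluorescence, excitation 470-495 nm, emission 515-575 nm · Read-out – % activation versus carbachol response · Control set – carbachol high, DMSO low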
Ba/F3 V617F tox: reduce viability of Ba/F3 cells dependent on JAK2V617F | Ba/F3 EpoR-JAK2V617F viability, ATP luminescence | inhibition, % at 5.6 µM | 220,000 tested, 1.1% active;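 active means inhibition above the campaign mean plus 3 SD over all tested compounds, cut at about 24% in these data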;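 further: cytokine-independent growth of Ba/F3 cells driven by EpoR plus mutant JAK2; 0% = DMSO-treated cells and 100% = JAK inhibitor I control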
* = called active by the depositor; nt = not tested or not shown. Outcome played no part in choosing rows. Share with any hit: about 6.8%.

SMILES	TRPML3 agonist	RBBP9 inhibitor	TNF necrop inh	BaF3 parental	CHOP inhibitor	Wee1 degr inh	PPC-1+TRAIL kill	zfTRPN1 agonist	Ba/F3 V617F tox
CCCCOc1ccc(-c2ncc(Cl)cn2)cc1	0.0	2.4	-0.1	3.9	2.7	1.2	17.7	0.5	-6.1
N#CCCn1cc(C=C(C#N)C#N)c(-c2ccc(-c3ccccc3)cc2)n1	0.1	-1.6	-2.8	1.2	13.6	0.1	36.4	0.2	-1.4
COc1ccc(N(C(C)C(=O)N/N=C/c2ccc(OCC(C)C)cc2)S(C)(=O)=O)cc1 (configuration not stated)	-1.3	-7.8	-1.1	-1.8	50.1	-2.2	6.6	-0.5	-2.4
O=C(O)CCN1C(=O)c2ccc(NC(=O)c3cccs3)cc2C1=O	0.8	7.8	0.2	1.0	7.4	0.9	11.7	0.2	-4.1
CC(C)(C)C(=O)NCCCNc1ccc([N+](=O)[O-])cc1	1.1	-7.4	2.1	3.7	20.3	1.3	4.8	2.4	1.6
CCCc1cc(-c2n[nH]c(C)c2-c2ccc(C(=O)OCC)o2)c(O)cc1O	0.1	-4.8	0.1	4.1	70.7*	-1.4	2.2	1.8	3.1
CC(C)C(c1nnnn1Cc1ccco1)N1CCC(C(N)=O)CC1 (configuration not stated)	1.3	-5.5	-0.7	1.3	6.8	-0.2	21.9	0.7	-3.3
C/C(=C\C(=O)c1ccccc1)Nc1ccc(N2CCOCC2)cc1	0.1	-0.2	1.8	2.2	2.1	3.9	5.5	0.0	-1.0
O=C(COc1ccc(Cl)cc1)NCc1ccncc1	-0.3	-2.0	0.9	-1.5	-0.9	-3.3	-1.8	-0.4	-2.6
CCN1C=C(Cc2ccc(OC)cc2)C2=C(C1)C(c1ccc(OC)cc1)C(C#N)=C(N)O2 (configuration not stated)	0.9	-2.1	-11.5	0.4	-18.6	0.3	-27.2	0.6	-2.1
CC1=C(C(=O)Nc2ccc(F)c(F)c2)C(c2cccs2)NC(=S)N1 (configuration not stated)	0.7	-6.9	1.5	4.5	-2.5	0.9	15.2	1.1	0.5
CCOC(=O)CC(c1ccc([N+](=O)[O-])cc1)n1c(C)ccc1C (configuration not stated)	0.3	-7.4	-1.4	4.3	-8.4	0.4	2.9	-1.2	3.0
O=C(NCC1CCCO1)c1ccc(Cl)c(F)c1F (configuration not stated)	0.5	-6.0	-0.6	5.5	-7.0	1.5	16.0	0.7	0.4
Cc1ccc(-n2ncc3c(NNC(=O)c4ccco4)ncnc32)c(C)c1	0.3	-12.1	2.0	1.6	-15.1	-2.1	6.5	-1.1	-0.6
O=C(NC1CCS(=O)(=O)C1)OC1CCCCC1 (configuration not stated)	-0.3	-7.0	-1.4	-1.5	9.2	3.2	4.1	-0.3	0.9
COCCN1C(=O)/C(=C/c2ccc(N3CCCC3)cc2)SC1=S	7.7	-8.8	-1.7	-3.5	-6.7	2.4	12.4	10.9	-4.0
Cc1cccc(NC(=O)Cn2cnc3ccccc3c2=O)c1C	0.1	0.5	3.2	2.0	-19.2	-1.8	9.3	0.8	-0.6
Cc1ccc(Nc2nnc(SCC(=O)Nc3ccccc3[N+](=O)[O-])s2)cc1	0.5	2.8	-1.2	6.3	14.6	-1.1	24.4	-0.4	2.6
c1ccc(Nc2nc(-c3cccs3)cs2)nc1	0.5	-6.5	-1.7	2.9	23.6	9.8*	12.6	-0.9	-3.1
COc1cccc(C2CC(c3ccc(C)cc3)n3nc(N)nc3N2)c1 (configuration not stated)	-0.1	-10.6	0.4	3.0	0.8	0.4	19.7	2.3	-1.2

An excerpt of these results, with values under each structure:
Values run as follows: TRPML3 agonist, RBBP9 inhibitor, TNF necrop inh, BaF3 parental, CHOP inhibitor, Wee1 degr inh, PPC-1+TRAIL kill, zfTRPN1 agonist, Ba/F3 V617F tox
Cc1cccc(NC(=O)Cn2cnc3ccccc3c2=O)c1C
 : 0.1, 0.5, 3.2, 2.0, -19.2, -1.8, 9.3, 0.8, -0.6
Cc1ccc(Nc2nnc(SCC(=O)Nc3ccccc3[N+](=O)[O-])s2)cc1
 : 0.5, 2.8, -1.2, 6.3, 14.6, -1.1, 24.4, -0.4, 2.6
c1ccc(Nc2nc(-c3cccs3)cs2)nc1
 : 0.5, -6.5, -1.7, 2.9, 23.6, 9.8*, 12.6, -0.9, -3.1

The results go on:
SMILES	TRPML3 agonist	RBBP9 inhibitor	TNF necrop inh	BaF3 parental	CHOP inhibitor	Wee1 degr inh	PPC-1+TRAIL kill	zfTRPN1 agonist	Ba/F3 V617F tox
O=C(NCCC1=CCCCC1)C1CCCN(c2nc3ccccc3o2)C1 (configuration not stated)	-1.1	-12.4	-0.3	-1.9	12.8	-0.5	16.1	0.3	-2.5
CC1CCN(C(=O)Cn2cc3c(n2)CCCC3)CC1	0.8	-6.4	0.5	0.8	17.7	-0.9	16.6	0.8	-6.6
N#Cc1c(SC(C(=O)O)c2ccccc2)nc2c(c1-c1cccs1)CCCC2 (configuration not stated)	0.7	-9.6	0.7	0.9	-14.6	0.6	-17.5	-0.2	0.8
Cc1cc(C(=O)NCC(=O)OCC(=O)N(C(C)C)C(C)C)ccc1[N+](=O)[O-]	0.1	-1.4	1.1	3.7	13.8	0.3	7.7	2.9	3.6
COCCN=c1scc(-c2cccs2)n1/N=C/c1ccc(O)c(O)c1O	-0.6	35.8*	-9.1	1.8	-150.3	-2.9	2.9	-2.4	0.7
CCN(CC)CC#CCC(OC)(c1ccccc1)c1ccccc1	-0.7	-9.2	2.8	1.1	-1.3	-4.1	-10.1	-0.5	5.0
O=C(CS(=O)(=O)c1cn(Cc2cccc(F)c2)c2ccccc12)N1CCCCC1	1.0	-6.6	-0.2	0.3	-13.9	-2.3	7.4	1.2	-1.5
CCOC(=O)c1sc2nc3c(cc2c1N)COC(C)(C)C3	-0.1	-8.4	-0.8	3.7	-41.7	-0.3	-2.1	0.3	-3.1
CCCc1[nH]nc2c1C(c1ccc(OC)c(Cn3nc(C)c(Br)c3C)c1)C(C#N)=C(N)O2 (configuration not stated)	-0.5	-1.0	-3.0	-0.3	68.4	-1.1	17.2	0.3	-3.2
COc1ccc(S(=O)(=O)N2CCCCC2)cc1NC(=O)CN1CCN(C(C)=O)CC1	0.4	-3.6	2.0	0.1	-5.4	-3.3	14.8	1.5	-6.4
CCSc1oc(-c2ccco2)nc1S(=O)(=O)c1ccc(F)cc1	-0.1	-2.2	-1.6	3.5	50.7	3.2	31.0	-0.9	0.8
CCOc1ccc(CN2CCN(Cc3[nH]c4ccc(OC)cc4c3C)CC2CCO)cc1 (configuration not stated)	0.8	-5.9	2.5	7.6	19.6	-1.0	nt	0.5	-2.1
CCC(c1nnnn1CCC(C)C)N1CCC(C(N)=O)CC1 (configuration not stated)	0.7	-7.7	-3.4	1.7	34.5	-1.6	15.5	1.9	3.7
O=C(Nc1ccc(S(=O)(=O)Nc2nccs2)cc1)c1ccc(F)c(S(=O)(=O)N2CCOCC2)c1	0.6	-8.2	0.7	6.3	-2.1	1.7	11.8	2.3	0.0
O=C(O)c1ccc(/C=N/N2CCN(Cc3ccccc3)CC2)cc1	0.0	3.2	-0.1	2.4	-29.2	-1.3	8.8	-1.8	-2.1
CCn1cc(C(=O)N2CCOCC2)c(=O)c2cc(S(=O)(=O)N(C)C3CCCCC3)ccc21	0.0	6.0	2.2	3.3	-6.4	-2.3	12.7	0.2	-2.6
O=C(O)CCCC(=O)Nc1ccc(C(=O)NCc2cccnc2)cc1	1.5	-0.1	-2.3	3.7	9.9	-0.2	39.4	-0.3	-0.9
O=C1c2ccccc2C(=O)N1CCc1csc(NNc2nc(CCN3C(=O)c4ccccc4C3=O)cs2)n1	0.3	-6.0	-3.9	-1.6	11.1	-2.9	nt	1.1	-2.7
Cc1noc(COc2ccccc2OCc2onc(C)c2Cl)c1Cl	-0.3	6.1	-2.9	4.3	30.2	0.4	3.2	-1.5	0.3
O=C(NCc1ccc2c(c1)OCO2)c1cccc([N+](=O)[O-])c1	-0.2	-7.5	3.1	0.5	54.1	3.3	24.6	0.8	0.2

Printed as active in RBBP9 inhibitor, among the entries above:
smiles,TRPML3 agonist,RBBP9 inhibitor,CHOP inhibitor,Wee1 degr inh
COCCN=c1scc(-c2cccs2)n1/N=C/c1ccc(O)c(O)c1O,-0.6,35.8*,-150.3,-2.9

(continued)
SMILES	TRPML3 agonist	RBBP9 inhibitor	TNF necrop inh	BaF3 parental	CHOP inhibitor	Wee1 degr inh	PPC-1+TRAIL kill	zfTRPN1 agonist	Ba/F3 V617F tox
CC(=O)Nc1ccc(-c2nc3c(C)cccc3[nH]2)cc1	-0.4	-2.2	-0.6	0.7	-9.3	3.9	24.9	0.4	-4.4
CS(=O)(=O)N(CCc1ccccc1)CC(=O)N1CCc2ccccc2C1	0.1	6.1	-1.2	2.6	10.2	0.8	27.3	2.7	3.2
CCOC(=O)C1C(=O)C=C(c2ccc(C)cc2)CC1c1ccc([N+](=O)[O-])cc1 (configuration not stated)	0.1	-4.5	-1.0	3.0	1.7	-3.8	7.3	1.0	-1.2
O=C1C2C3C=CC(C3)C2C(=O)N1c1cccc2cccnc12 (configuration not stated)	0.3	-10.0	-1.0	1.7	26.9	-4.3	13.3	-0.7	-0.4
CC(Oc1ccc(F)cc1)C(=O)NN (configuration not stated)	0.4	4.4	1.2	-4.5	-6.4	0.8	35.4	0.3	-4.9
CC1CCCCC1NC(=O)CN1CCC(O)(c2ccc3c(c2)OCO3)CC1 (configuration not stated)	0.8	-1.8	1.6	0.4	-14.8	-1.8	12.2	0.3	-4.5
O=S(=O)(NC1CCc2ccccc21)c1ccc(S(=O)(=O)N2CCCC2)cc1 (configuration not stated)	0.7	-2.8	1.2	6.0	49.1	-3.8	20.9	0.3	2.1
CCCOc1ccc(N2C(=O)CC(N(CCc3ccc(OC)cc3)C(=O)c3ccccc3)C2=O)cc1 (configuration not stated)	0.2	0.5	4.6	1.6	5.3	-1.3	-5.2	-1.8	-3.5
COC(=O)Cc1c(C)nc2nc(-c3ccc(OC)cc3)[nH]n2c1=O	1.7	3.0	0.1	2.0	-2.0	3.5	33.1	-0.5	-3.4
Cc1ccccc1NC(=O)NC(C)(C)CC(C)(C)C	0.2	-4.0	-0.6	3.2	20.3	-1.2	14.6	-0.8	-1.4
O=C(CC1S/C(=N\S(=O)(=O)c2ccccc2)N(c2ccccc2)C1=O)Nc1ccc(F)cc1 (configuration not stated)	0.2	-6.8	1.8	4.0	-4.3	-2.1	8.9	0.2	-2.8

Assay outcomes deposited in PubChem BioAssay by several laboratories.
